CHRM5 agonist: agonists of human muscarinic M5 receptor (CHRM5); P08912; CHO-K1 hM5 cells, Fluo-8 calcium fluorescence; 0% DMSO wells, 100% maximal acetylcholine response; activation, % at 3 µM; hit rate 0.19% among 360,000; AID 624037;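 active means activation above the run's mean over test compounds plus 3 SD, cut at about 23% in these data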;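 further: signal is peak over basal fluorescence ratio across the kinetic read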
M1 PAM: positive allosteric modulators of human M1 muscarinic receptor | P11229 | CHO-K1 hM1, Fluo-8 calcium fluorescence, ACh EC20; 0% = ACh EC20, 100% = maximal ACh | activation, % at 3 µM | hit rate 0.088% among 360,000 | AID 588819; in the data active means activation above about 19%, passing the limit was not always enough
Target sequence (P11229 whole entry, looked up): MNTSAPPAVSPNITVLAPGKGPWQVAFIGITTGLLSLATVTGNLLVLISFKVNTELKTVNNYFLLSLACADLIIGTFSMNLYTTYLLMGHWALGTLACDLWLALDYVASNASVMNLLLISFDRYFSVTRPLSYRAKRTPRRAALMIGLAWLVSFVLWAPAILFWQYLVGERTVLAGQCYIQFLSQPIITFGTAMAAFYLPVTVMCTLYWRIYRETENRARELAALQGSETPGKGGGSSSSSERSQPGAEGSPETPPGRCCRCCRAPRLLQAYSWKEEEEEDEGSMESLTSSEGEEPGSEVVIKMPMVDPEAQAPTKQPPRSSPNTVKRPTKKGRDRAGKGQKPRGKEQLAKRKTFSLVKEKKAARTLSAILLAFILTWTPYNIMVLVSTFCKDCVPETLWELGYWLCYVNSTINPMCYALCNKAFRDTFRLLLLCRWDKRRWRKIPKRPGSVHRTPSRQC
CHRM4 PAM: CHRM4 positive allosteric modulation; P08173; CHO-K1 hM4/Gqi5, Fluo-8 calcium fluorescence, ACh EC20; 0% = ACh EC20, 100% = maximal ACh; activation, % at 3 µM; hit rate 0.4% among 360,000; AID 624126;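 active means activation above its plate's cutoff, the mean activation of sample wells plus 3 SD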; further: some results filed as inactive read as strong as hits
Target sequence (P08173 whole entry, looked up): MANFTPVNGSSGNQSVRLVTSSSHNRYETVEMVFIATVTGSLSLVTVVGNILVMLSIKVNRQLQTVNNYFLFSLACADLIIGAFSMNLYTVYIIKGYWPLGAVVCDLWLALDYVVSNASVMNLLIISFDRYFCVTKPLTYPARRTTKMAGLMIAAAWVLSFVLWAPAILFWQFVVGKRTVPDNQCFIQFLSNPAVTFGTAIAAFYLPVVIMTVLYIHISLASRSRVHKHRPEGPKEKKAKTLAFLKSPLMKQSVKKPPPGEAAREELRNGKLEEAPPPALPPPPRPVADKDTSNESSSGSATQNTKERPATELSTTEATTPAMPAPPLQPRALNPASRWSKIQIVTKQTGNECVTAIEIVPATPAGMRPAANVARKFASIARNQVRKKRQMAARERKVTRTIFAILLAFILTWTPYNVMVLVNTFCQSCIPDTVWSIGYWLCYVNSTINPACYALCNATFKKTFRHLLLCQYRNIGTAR
CHRM4 agonist: CHRM4 agonism in calcium assay. P08173. CHO-K1 hM4/Gqi5, Fluo-8 calcium fluorescence; vehicle 0%, full acetylcholine response 100%. activation, % at 3 µM. hit rate 0.14% among 360,000;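 active means activation above the run mean over all test wells plus 3 SD, cut at about 32% in these data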;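 further: peak over basal fluorescence ratio per well then scaled between controls; 0% = DMSO wells and 100% = acetylcholine at EC100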
M5 PAM: positive allosteric modulators of human muscarinic M5 receptor; P08912; CHO-K1 hM5, Fluo-8 calcium, ACh EC20 PAM; 0% = ACh EC20, 100% = ACh EC100; activation, % at 3 µM; hit rate 0.3% among 360,000; AID 624038;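 active means activation above the run cutoff, the mean activation of all test compounds plus 3 SD, cut at about 18% in these data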
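system = human M5 receptor in CHO-K1 cells | reagent = EC20 acetylcholine as agonist stimulus | compound dosing = single-point, 3 µM nominal | incubation = Fluo-8 loading 80 min at 37 °C plus 30 min room temperature | detection = Fluo-8 calcium dye fluorescence, kinetic read | benchmarks = low control EC20 acetylcholine (0%), high control EC100 acetylcholine (100%)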
CHRM4 antagonist: blocks acetylcholine activation of human M4 receptor | P08173 | CHO-hM4 cells, ACh EC80, Fluo-8 calcium fluorescence | inhibition, % at 3 µM | hit rate 0.73% among 360,000;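 active means inhibition above its plate's cutoff, the mean inhibition of sample wells plus 3 SD, cut at about 27% in these data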;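 further: 0% = acetylcholine EC80 with DMSO and 100% = DMSO without agonist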
M5 antag: CHRM5 antagonism in calcium assay | P08912 | CHO-hM5 cells, Fluo-8 calcium fluorescence, ACh EC80 | inhibition, % at 3 µM | hit rate 0.59% among 360,000;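 active means inhibition above a per-plate cutoff, the mean of that plate's test compounds plus 3 SD, cut at about 27% in these data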;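 further: 0% = acetylcholine EC80 with DMSO and 100% = DMSO without agonist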
M1 antag: human CHRM1 antagonism; P11229; CHO-K1 hM1, Fluo-8 calcium fluorescence, ACh EC80 antagonist; inhibition, % at 3 µM; hit rate 1.3% among 360,000; AID 588852;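 active means percent inhibition above its own plate's cutoff, namely the mean of that plate's compound wells plus 3 SD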;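 further: peak over basal fluorescence ratio during 140 s after agonist addition; 0% = ACh EC80 plus DMSO and 100% = DMSO alone without agonist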
CRFR2-BP ag: CRF-BP/CRF-R2 complex agonism; hit rate 0.46% among 350,000; activation, % at 13.2 µM; HEK293 CRF-R2/CRF-BP, calcium dye fluorescence (FLIPR); percent of saturating CRF peptide response; AID 588473;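 active means activation of at least 50%, plus an integration ratio under a set limit after plate pattern correction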;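 further: plate controls were neutral control wells without compound for no effect and CRF at EC100 for full effect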
An asterisk follows results filed as active; · = no result given.

CHRM4 antagonist	CRFR2-BP ag	CHRM5 agonist	M5 antag	CHRM4 PAM	M1 antag	CHRM4 agonist	M1 PAM	M5 PAM	SMILES
-4	·	3	1	4	-29	2	3	3	CC1=C(C(=O)N(C(C)C)C(C)C)CC(CC(=O)NCCCN(C)C)C(=O)N1CCCN1CCCC1=O (stereo not given)
-14	-0.6	2	6	-6	15	16	-5	-4	COCCCN=C1NN=C(c2cc(C)n(Cc3ccccc3Cl)c2C)CS1
-6	-0.3	-4	8	-7	-28	3	7	-3	CCOc1ccc(NC(=O)CN(C)C(=O)c2cc(S(=O)(=O)N3CCCCC3)ccc2Cl)cc1OCC
4	-0.1	-2	-2	-2	7	0	2	1	C=CCNC(=O)c1nc2ccccc2s1
-9	-1.7	2	-2	0	-12	0	9	3	CC(=O)c1cccc(NC(=O)CSc2nc(N3CCCCC3)nc(N3CCCCC3)n2)c1
11	-2.0	-2	-5	6	-38	1	23	3	CC(CCc1ccccc1)NC(=O)c1cccs1 (stereo not given)
11	-0.7	-2	11	-2	1	-1	5	-3	Cc1ccnc(NS(=O)(=O)c2ccc(N3C(=O)C4CCCCC4C3=O)cc2)n1 (stereo not given)
-2	-0.8	0	7	2	-15	2	5	-8	O=S(=O)(c1ccccc1Cl)N1CCCC1c1nc(-c2ccccc2Cl)no1 (stereo not given)
-18	5.3	1	4	-5	-19	11	-2	-11	Cc1ccc(C)c(S(=O)(=O)N2CCN(C(=O)c3ccc(OCc4c(C)noc4C)cc3)CC2)c1
-2	-1.7	-3	-5	5	3	1	6	-1	Cc1cc(C)nc(NC(=O)c2ccc(C)o2)n1
4	3.0	-8	2	-10	6	4	-13	2	Cc1ccccc1CC1(CO)CCCN(Cc2ccc(C#CC(C)(C)O)cc2)C1 (stereo not given)
-4	-0.6	0	6	7	-16	5	16	2	O=C(NCCc1ccc(Cl)cc1)c1cccc(N2CCCC2=O)c1
16	-2.0	-1	6	-7	9	2	-6	-13	Cc1ccc2c(c1)COc1c3ccc(C(=O)N4CCOCC4)cc3nn1-2
9	-1.7	1	1	-12	6	4	-4	1	O=C1CC(C(=O)N2CCCc3ccccc32)CN1c1ccc(F)cc1 (stereo not given)
0	-0.8	1	10	-4	-18	4	14	0	COc1ccc(N2CCN(C3CC(=O)N(Cc4ccccc4)C3=O)CC2)cc1 (stereo not given)
4	3.1	-7	-2	-2	-8	1	8	0	Cc1ccccc1C(=O)c1cccn1CC(=O)NCCN1CCN(c2cccc(C)c2C)CC1
-4	-0.1	0	-2	-4	-23	1	18	-1	CCOC(=O)c1cccc(N2C(=O)C3C4C=CC(CC4)C3C2=O)c1 (stereo not given)
-5	-2.1	4	-1	2	3	1	3	-2	COCCN(C(=O)c1snc(C(N)=O)c1N)C(C(=O)NC1CCCCC1)c1ccc(OC)c(OC)c1 (stereo not given)
2	-2.8	2	-5	1	8	12	-5	-16	CC(=O)N1CCCc2cc(S(=O)(=O)N(C)Cc3ccccc3)ccc21
4	-0.2	0	3	-1	-3	1	5	-2	Cc1ccc2oc(-c3cccc(N)c3)nc2c1

Quoted at random: three entries already listed
CHRM4 antagonist	CRFR2-BP ag	CHRM5 agonist	M5 antag	CHRM4 PAM	M1 antag	CHRM4 agonist	M1 PAM	M5 PAM	SMILES
-4	-0.1	0	-2	-4	-23	1	18	-1	CCOC(=O)c1cccc(N2C(=O)C3C4C=CC(CC4)C3C2=O)c1 (stereo not given)
4	-0.2	0	3	-1	-3	1	5	-2	Cc1ccc2oc(-c3cccc(N)c3)nc2c1
-5	-2.1	4	-1	2	3	1	3	-2	COCCN(C(=O)c1snc(C(N)=O)c1N)C(C(=O)NC1CCCCC1)c1ccc(OC)c(OC)c1 (stereo not given)

Further compounds follow:
CHRM4 antagonist	CRFR2-BP ag	CHRM5 agonist	M5 antag	CHRM4 PAM	M1 antag	CHRM4 agonist	M1 PAM	M5 PAM	SMILES
-6	-3.2	3	-21	-1	3	8	9	11	CC(=O)c1cccc(NC(=O)CN(C)S(=O)(=O)c2cccc3nsnc23)c1
-7	·	2	6	8	·	0	·	0	CC(C)C[C@H]1CN([C@@H](CC(C)C)CN2CCCC2CN2C(=S)NC[C@@H]2Cc2ccccc2)C(=S)N1CC1CCCCC1 (stereo not given in full)
-5	17	2	3	3	-6	2	5	-1	O=C1C=C(N2CCOCC2)c2cccc3cccc1c23
-3	-1.9	1	0	-1	2	1	-3	-4	Cc1cccc(C)c1OCc1nnc(SCC(=O)Nc2ccc(N3CCOCC3)cc2)o1
5	0.0	0	1	-4	-2	0	-2	-7	CCOc1cc2c(cc1OCC)C(C(=O)O)C(c1ccc(OC)c(O)c1)N(C)C2=O (stereo not given)
15	0.9	1	13	-10	-1	0	0	1	COc1ccc(/C=C/C(=O)O)cc1S(=O)(=O)N1CCC(C)CC1
8	69*	21	14	-5	8	9	-9	-4	Nc1c(C(=O)c2ccccc2)sc2nsc(SCCN3CCOCC3)c12
-3	-0.1	-3	2	7	-6	1	5	0	COCC(=O)N1CCC(Oc2ccc(C(=O)N3C[C@@H](C)O[C@@H](C)C3)cc2)CC1
-12	-1.8	-2	-3	8	-13	0	7	-1	O=C(NCc1ccc(F)cc1)C1CCCN(c2cnccn2)C1 (stereo not given)
0	1.1	0	7	2	7	1	-1	3	O=C(COC(=O)COc1ccc(Cl)cc1)NCCCc1ccccc1

Printed as active in CRFR2-BP ag (from the list above):
CHRM4 antagonist	CRFR2-BP ag	CHRM5 agonist	M5 antag	CHRM4 PAM	M1 antag	CHRM4 agonist	M1 PAM	M5 PAM	SMILES
8	69*	21	14	-5	8	9	-9	-4	Nc1c(C(=O)c2ccccc2)sc2nsc(SCCN3CCOCC3)c12

Further compounds.
CHRM4 antagonist	CRFR2-BP ag	CHRM5 agonist	M5 antag	CHRM4 PAM	M1 antag	CHRM4 agonist	M1 PAM	M5 PAM	SMILES
-22	9.3	-24	-13	-5	-3	1	-6	-7	CCCCN1C2CCCC1CC(NC(=O)c1cccc(Cl)c1)C2 (stereo not given)
-6	1.1	1	0	-2	-9	1	14	-3	Cn1c(SCc2ccccc2Br)nc2ccccc2c1=O
9	0.2	0	-5	6	1	0	3	-1	CCCC(=O)CN1C(=O)C2(OCCO2)c2ccccc21
-6	-1.9	-4	21	5	8	0	-4	-8	Cc1ccc(S(=O)(=O)Nc2ccccn2)cc1[N+](=O)[O-]
-7	-0.6	1	-4	1	-36	0	6	4	CCCOC(=O)c1c(-c2ccccc2)nc(CC)c(C(=O)SCC)c1CCC
-1	-1.6	2	2	4	-9	1	1	-3	O=C(NCCOc1ccccc1)c1n[nH]c(=O)c2ccccc12
-5	0.1	0	5	1	-2	1	3	6	C=CCN1c2ccccc2[C@]23C[C@@H](C(=O)OC)N(C(C)=O)C2=NC(C(=O)OC)=C(C(=O)OC)[C@H]13
-5	·	0	0	1	-5	1	2	4	COc1ccc(CCNC(=O)Nc2nc(CN)cs2)cc1OC
8	0.1	-4	14	-8	-12	6	0	-8	OCc1cn(-c2ccccc2)nc1-c1ccc2c(c1)OCCO2
11	-2.0	-1	-2	-5	-13	0	19	1	Cc1cc(NC(=O)C(C)SCC(=O)Nc2ccccc2OC(F)F)no1 (stereo not given)
-7	-0.7	-2	-12	16	-8	1	8	10	COC(=O)CCCCCC(CCC(=O)OC)NC(C)=O (stereo not given)
1	-0.5	0	4	6	4	0	5	1	COC(=O)c1c(NC(=O)Cc2cccs2)sc2c1CCC(C)C2 (stereo not given)
8	-1.1	-5	-1	0	-4	-2	2	-2	Cc1ccc(Nc2ncnc3sc(C)c(C)c23)cc1C
-6	·	4	1	3	-13	5	3	-3	CC(=O)Nc1cccc(-c2ccnc3c2CC(C)(C(=O)NCc2cccs2)O3)c1 (stereo not given)
-1	3.5	0	1	2	-4	0	5	-2	CCOc1ccccc1/C=C(\NC(=O)c1ccccc1)C(=O)NCCC(=O)O
12	-0.2	1	13	-8	-1	10	4	-13	O=[N+]([O-])c1cccnc1Oc1ccc(F)cc1F
22	-1.2	0	-11	1	-14	-1	17	11	CCn1c(=N)n(CC(=O)c2ccco2)c2ccccc21
-10	14	-4	4	14	-8	0	5	2	COc1cccc(-c2cc(C(=O)Nc3cc(C)on3)no2)c1
-1	-0.2	-1	7	9	-16	1	10	-6	CC(C(=O)NCCN1C(=O)S/C(=C\c2cccs2)C1=O)N1C(=O)c2ccccc2C1=O (stereo not given)
11	-1.7	1	2	-2	2	0	10	1	COc1ccc(Cc2c(C)nc(N)nc2Cl)cc1

Ordered by the number under M5 PAM (descending): some entries from above.
compound | CHRM4 antagonist | CRFR2-BP ag | CHRM5 agonist | M5 antag | CHRM4 PAM | M1 antag | CHRM4 agonist | M1 PAM | M5 PAM
CCn1c(=N)n(CC(=O)c2ccco2)c2ccccc21 | 22 | -1.2 | 0 | -11 | 1 | -14 | -1 | 17 | 11
COc1cccc(-c2cc(C(=O)Nc3cc(C)on3)no2)c1 | -10 | 14 | -4 | 4 | 14 | -8 | 0 | 5 | 2
COC(=O)c1c(NC(=O)Cc2cccs2)sc2c1CCC(C)C2 (stereo not given) | 1 | -0.5 | 0 | 4 | 6 | 4 | 0 | 5 | 1
CCOc1ccccc1/C=C(\NC(=O)c1ccccc1)C(=O)NCCC(=O)O | -1 | 3.5 | 0 | 1 | 2 | -4 | 0 | 5 | -2
CC(=O)Nc1cccc(-c2ccnc3c2CC(C)(C(=O)NCc2cccs2)O3)c1 (stereo not given) | -6 | · | 4 | 1 | 3 | -13 | 5 | 3 | -3
CC(C(=O)NCCN1C(=O)S/C(=C\c2cccs2)C1=O)N1C(=O)c2ccccc2C1=O (stereo not given) | -1 | -0.2 | -1 | 7 | 9 | -16 | 1 | 10 | -6
O=[N+]([O-])c1cccnc1Oc1ccc(F)cc1F | 12 | -0.2 | 1 | 13 | -8 | -1 | 10 | 4 | -13

Other structures follow.
CHRM4 antagonist	CRFR2-BP ag	CHRM5 agonist	M5 antag	CHRM4 PAM	M1 antag	CHRM4 agonist	M1 PAM	M5 PAM	SMILES
-8	-3.4	3	8	5	-1	0	14	5	CCCNC(=O)C(Cc1cccc(C#N)c1)NC(=O)c1cccc([N+](=O)[O-])c1 (stereo not given)
8	-0.8	-1	1	-6	-4	2	3	-4	COc1cc(/C=N\Nc2ccc([N+](=O)[O-])cc2)ccc1OCC(=O)Nc1ccc(C)c(C)c1
3	-0.2	2	3	0	-22	1	9	1	Cc1ccc(C)c2nc(SCC(=O)NCc3cccs3)c(C#N)cc12
-1	-0.6	-1	-1	3	-1	0	8	-1	COc1ccc(NC(=O)Nc2ccc3c(c2)C(=O)N([C@@H](C)CO)C[C@@H](C)[C@@H](CN(C)S(=O)(=O)c2cn(C)cn2)O3)cc1
9	1.4	-2	14	-1	-10	0	3	-2	O=C1/C(=C/c2cccc([N+](=O)[O-])c2)CCc2ccccc21
0	-2.3	-1	-2	-3	-12	0	8	-2	O=c1cc(CSc2ccc(Cl)cc2)nc(N2CCCCC2)[nH]1
5	-3.7	-8	7	1	0	0	7	-6	CCOc1ccc(C(=O)Nc2ccc3nc(N4CCN(CC)CC4)cc(C)c3c2)cc1
9	0.1	-2	10	-3	-5	1	0	0	CC1=C(C(=O)N2CCCC(N3CCN(c4cccc(Cl)c4)CC3)C2)OCCO1 (stereo not given)
-11	0.7	4	-6	10	-2	2	4	3	COc1ccc(Cl)cc1NC(=O)CN(C)C(=O)c1cccc(S(=O)(=O)N2CCN(C)CC2)c1
